S1P1 ag pot: activates or potentiates agonism at human S1P1 receptor; S1P1 CRE-bla cells, forskolin, beta-lactamase FRET, potentiator mode; S1P1 agonist co-added at EC20, 2 nM; 100% = saturating reference agonist, 0% = basal; 56,000 compounds, 0.57% hits; AID 449; activation, % at 9.5 µM;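 active = activation above a cutoff set at the mean activation of all tested compounds plus 3 SD, cut at about 54% in these data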;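 note: forskolin at 4 µM as EC80 and the EC20 agonist is SEW2871; 100% = SEW2871 at its EC100 plus forskolin at EC80; some compounds past the cut are filed as inactive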
Target sequence (P21453 whole entry, looked up): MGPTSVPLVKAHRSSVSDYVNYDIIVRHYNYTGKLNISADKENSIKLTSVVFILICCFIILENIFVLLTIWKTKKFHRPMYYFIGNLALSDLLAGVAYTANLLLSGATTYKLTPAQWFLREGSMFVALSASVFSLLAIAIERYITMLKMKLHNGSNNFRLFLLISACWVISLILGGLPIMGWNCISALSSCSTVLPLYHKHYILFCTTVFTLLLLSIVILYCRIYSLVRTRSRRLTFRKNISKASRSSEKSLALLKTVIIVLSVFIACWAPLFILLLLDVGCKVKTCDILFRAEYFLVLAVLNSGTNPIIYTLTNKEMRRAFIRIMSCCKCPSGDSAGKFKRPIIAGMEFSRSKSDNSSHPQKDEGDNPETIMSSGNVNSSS
S1P3 agonist: S1P3 (human) receptor agonism | 60,000 compounds, 0.1% hits | activation, % at 4.5 µM | Q99500 | S1P3 NFAT-BLA reporter cells, FRET ratio; relative to 1 µM S1P, basal subtracted;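 active = activation above the screen-wide mean plus 3 SD, cut at about 4.5% in these data, passing the limit was not always enough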; note: some compounds called inactive have numbers as strong as hits
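material = human S1P3 NFAT-BLA reporter CHO cells | schedule = 4 h compound at 37 °C, 2 h substrate at RT | measured by = fluorescent BLA substrate, ex 405 nm, em 460/535 nm ratio | controls = 1 µM S1P reference | replication = primary once, confirmation triplicate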
A340 absorber: compounds absorbing at 340 nm. compound absorbance at 340 nm, fold over control. fold change at 10 µM. AID 708. 65,000 tested, under 10 active;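 active = at 10 µM dose, initial 340 nm absorbance at least 2 fold that of control wells; inactive = change under 2 fold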;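 note: initial absorbance extrapolated from kinetic A340 decline of NADH oxidation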
5HT1E ag: agonists of human 5-HT1E serotonin receptor; AID 574; CHO 5-HT1E Ga15 NFAT-bla reporter, FRET; 0% DMSO wells, 100% control agonist wells; P28566; 65,000 compounds, 0.69% hits; activation, % at 6 µM;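 active = activation above a set limit, the screen-wide mean activation plus 3 SD, cut at about 8.5% in these data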;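 note: 100% = positive control agonist at 1 µM giving full maximal response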
5-HT1A blocker: antagonists of human 5-HT1a serotonin receptor. P08908. CHO 5-HT1a Ga15 NFAT-bla reporter, antagonist mode. inhibition, % at 10 µM. 62,000 compounds, 0.68% hits;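 active = inhibition above the mean of all tested compounds plus 3 SD, cut at about 43% in these data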;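 note: receptor stimulated by 5-CT agonist at 100 nM near EC80; beta-lactamase reporter measured by ratiometric fluorescence of a cleavable substrate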
Target sequence (P08908 whole entry, looked up): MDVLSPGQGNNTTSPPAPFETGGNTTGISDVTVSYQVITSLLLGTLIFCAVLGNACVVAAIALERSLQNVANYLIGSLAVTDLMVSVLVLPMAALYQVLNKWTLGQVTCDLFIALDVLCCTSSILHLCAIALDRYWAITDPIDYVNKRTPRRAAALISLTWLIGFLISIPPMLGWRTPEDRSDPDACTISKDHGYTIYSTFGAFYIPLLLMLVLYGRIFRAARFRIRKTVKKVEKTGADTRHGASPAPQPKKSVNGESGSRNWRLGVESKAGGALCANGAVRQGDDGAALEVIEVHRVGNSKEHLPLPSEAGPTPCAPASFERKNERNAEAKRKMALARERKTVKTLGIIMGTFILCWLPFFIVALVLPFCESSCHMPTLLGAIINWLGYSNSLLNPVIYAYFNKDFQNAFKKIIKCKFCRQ
MMP13 inh: MMP13 (human) collagenase inhibition. P45452. MMP-13 fTHP FRET cleavage, Mca fluorescence. inhibition, % at 4 µM. 65,000 compounds, 0.07% hits. AID 570;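 active = inhibition above the mean of compound-free control plate wells plus 3 SD, cut at about 14% in these data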;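 note: 0% = DMSO wells and 100% = wells with reference MMP-13 inhibitor after basal subtraction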
Autofluor 339: intrinsic fluorescence of library compounds, ex339/em460 – biochemical, MLSMR library, data from DPM-DC assay, artefact control, profiling panel | AID 709 | compound autofluorescence, ex339/em460 nm, NADH buffer; hits give high values; 1 = no-compound wells, NADH background | 65,000 compounds, 5.5% hits | fluorescence fold increase at 10 µM;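 active = at 10 µM, mean starting fluorescence two-fold or more over control wells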;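 note: signal is the first read of a kinetic run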
HTR1E antagonist: 5-HT1E (human) receptor antagonism; P28566; CHO 5-HT1E Ga15 NFAT-bla reporter, FRET, antagonist; inhibition, % at 6 µM; 65,000 compounds, 0.99% hits; AID 571;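 active = inhibition above a set limit, the mean inhibition across every tested compound plus 3 SD, cut at about 29% in these data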;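 note: signal is the 460 over 535 nm emission ratio of beta-lactamase substrate; 0% = agonist plus DMSO wells and 100% = wells without agonist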
HER2 expr 66K: lowers expression of human Her2 kinase; P04626; SKBR-3 HER2 protein level, AlphaScreen, 18-24 h; hits give low values; HER2 level % of control, % at 10 µM; 65,000 compounds, 0.69% hits; AID 645;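 active = HER2 level under 5% of the carrier-only control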;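 note: 100% = DMSO carrier and 0% = 500 nM PU-H71 HSP90 inhibitor; lower value means stronger loss of Her2 protein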
Starred values were filed as active, the others as inactive; x = no result given; [ ] = dose if it differs, or a comment.

molecule	S1P1 ag pot	S1P3 agonist	A340 absorber	5HT1E ag	5-HT1A blocker	MMP13 inh	Autofluor 339	HTR1E antagonist	HER2 expr 66K
CN(C)C(=O)COn1c(SCC(=O)N(C)C)nc2ccccc2c1=O	7.6	0.8	1.01	0.6	x	1.9	1.05	-8.7	120.5
O=C(N1CCOCC1)N1CCN(CC(O)COc2ccc3ccccc3c2)CC1 (configuration not stated)	-4.3	0.2	1.03	0.4	-6.3	-4.9	1.1	-5.0	88.8
O=C(CN1C(=O)CC(c2ccco2)Sc2ccccc21)Nc1ccccc1F (configuration not stated)	2.1	-0.8	0.98	-0.4	42.0	5.9	1.02	7.2	79.1
CCCCN(CC)CCCNC(=O)CC1Nc2ccccc2NC1=O (configuration not stated)	-4.6	0.2	1	2.5	-4.4	-13.0	1.7	-2.6	106.2
COc1ccc(OC)c(C2=Nn3c(nnc3C3CCCCC3)SC2)c1	-19.6	1.0	0.99	-0.5	x	-4.6	1.02	17.0	141.1
COc1cccc2cc(-c3nnc(SCC(=O)NCc4ccccc4)n3C)oc12	x	-0.5	0.99	0.9	-1.6	2.5	1.07	-3.3	211.7
Cc1c(/C=N/n2cnnc2)c2ccccc2n1CCOc1ccc(Cl)cc1	x	x	1.13	0.8	-7.0	-0.8	1.03	33.0*	74.5
COc1cc(CC(=O)O)c(C(C)=O)cc1OC	-25.0	-0.3	1.06	-0.1	-0.9	-3.2	1.06	-13.7	127.8
Cc1cc(C)n(-c2nc3ccccc3nc2N2CCN(S(=O)(=O)c3ccc(F)c(C)c3)CC2)n1	x	-0.1	1.05	-0.9	0.9	0.0	1.54	-5.3	107.8
CCN(CC)S(=O)(=O)c1ccc(-c2nnc(SCc3nnc(-c4ccccc4)o3)o2)cc1	8.2	-0.7	1.06	0.5	-0.3	-3.0	1.17	6.6	39.5

Profiles, looked up by structure.
Shown for `COc1cccc2cc(-c3nnc(SCC(=O)NCc4ccccc4)n3C)oc12` → S1P1 ag pot = x; S1P3 agonist = -0.5; A340 absorber = 0.99; 5HT1E ag = 0.9; 5-HT1A blocker = -1.6; MMP13 inh = 2.5; Autofluor 339 = 1.07; HTR1E antagonist = -3.3; HER2 expr 66K = 211.7
Shown for `COc1cc(CC(=O)O)c(C(C)=O)cc1OC` → S1P1 ag pot = -25.0; S1P3 agonist = -0.3; A340 absorber = 1.06; 5HT1E ag = -0.1; 5-HT1A blocker = -0.9; MMP13 inh = -3.2; Autofluor 339 = 1.06; HTR1E antagonist = -13.7; HER2 expr 66K = 127.8

Later entries.
molecule	S1P1 ag pot	S1P3 agonist	A340 absorber	5HT1E ag	5-HT1A blocker	MMP13 inh	Autofluor 339	HTR1E antagonist	HER2 expr 66K
CCn1nccc1C(=O)NC1=C(C#N)CCC1	-3.2	0.2	1.01	-0.5	-5.1	4.5	1.09	8.2	83.7
CC(C)(C)SCCNC(=O)COc1ccc(Cl)cc1	-13.4	0.2	1	-0.7	-14.2	-0.1	1	-1.4	129.6
CC(=O)c1cccc(NC(=O)C2CCCN(S(=O)(=O)c3cccc4cccnc34)C2)c1 (configuration not stated)	-7.8	-0.6	1.04	0.1	-0.2	-5.8	1.1	3.5	64.9
O=S(=O)(c1cccc2cccnc12)N(CCO)CCO	-14.8	-0.4	1.03	0.1	-1.3	2.0	0.96	-1.8	78.9
C=CCn1nnnc1SCC(=O)Nc1cccc(OC)c1	x	-0.1	1.07	0.9	-9.4	2.7	1.15	-5.2	87.0
CC(C)C(CCN1C(=O)CCC1=O)C1CCOC(C)(C)C1 (configuration not stated)	x	x	x	0.9	-8.0	7.3	x	-12.7	x
N#Cc1nc(COc2ccc(Br)cc2)oc1N1CCN(Cc2ccccc2)CC1	12.5	-3.5	1	0.1	x	0.4	1.08	-15.6	140.5
O=C(Nc1ccc2c(c1)OCO2)C(c1ccccc1)N1CCCCC1 (configuration not stated)	9.7	-1.5	1.04	0.8	32.8	1.6	1.1	4.2	95.2
O=S(=O)(c1ccc(S(=O)(=O)N2CCN3CCCC3C2)cc1)N1CCCC1 (configuration not stated)	-25.2	0.5	1.04	-0.2	-13.0	-1.1	1.03	-5.5	101.2
CCOc1ccc(-c2nc(-c3ccncc3)no2)cc1OCC	110.6*	53.9*	1.03	0.2	3.6	0.7	1.08	-5.4	105.4
O=C(NCc1ccco1)C1CCC(CNS(=O)(=O)c2cccc3cccnc23)CC1 (configuration not stated)	-4.3	-0.9	1.02	0.5	11.4	5.5	1.11	-0.6	73.8
CCCN1C(=O)C(O)(C/C(C)=N/O)c2ccccc21 (configuration not stated)	-1.9	-0.2	1	0.4	4.5	-3.9	1.04	2.8	91.8
CCC(=O)Nc1cc(C)c(NC(=O)c2ccccc2OC)cn1	0.5	0.2	0.99	13.6*	-15.8	1.7	1.04	-1.6	108.8
Cc1ccc(-c2noc(CN3CCN(Cc4ccccc4)CC3)n2)cc1	-11.3	0.0	1	0.1	-3.3	1.0	1.05	-7.9	121.8
COc1cc2c(cc1OC)C(c1ccncc1)CC(=O)N2 (configuration not stated)	x	0.0	1.03	0.3	-1.3	-1.4	1.07	1.3	69.9
COc1ccc(N2CCn3c2nc2c3c(=O)n(CCCc3ccccc3)c(=O)n2C)cc1	-0.5	-0.4	1.05	1.0	3.3	-1.6	1.97	-1.5	128.1
O=C(NCc1ccccc1)c1cccnc1N1CCOCC1	x	-0.3	1.05	0.9	-8.4	-5.3	1.14	1.8	87.1
COc1cccc(C(C(=O)NC2CCCC2)N(C(=O)c2ccco2)C2CC2)c1OC (configuration not stated)	-37.5	-0.8	0.98	0.7	8.0	2.3	1	13.8	118.1
CCOC(=O)c1cnc2nc(Cc3ccccc3)[nH]n2c1=O	-7.8	0.6	1.02	0.0	-18.3	-5.7	1.05	-10.1	103.8
CC(=O)Nc1ccc(N2CCOCC2)c(C(=O)Nc2cccc(C)c2)c1	-71.8	0.5	1.02	1.3	-3.2	-2.0	1.11	-12.9	72.3
CSCCC(NC(=O)C1CC1)c1nc2ccccc2[nH]1 (configuration not stated)	6.2	-0.4	1.27	0.4	-3.4	4.2	1.06	-6.0	112.7
CCN(CC(=O)O)S(=O)(=O)c1cc(Cl)ccc1Cl	-11.9	-0.8	0.99	0.3	3.8	2.6	1.01	-0.6	79.9
COC(=O)C1CCN(C(=O)COC(=O)Cc2c[nH]c3ccccc23)CC1	-0.4	-0.3	1.01	-0.5	15.1	2.0	1.07	0.9	84.6
Cc1nc2ccccc2c2oc(C(=O)NCCCN3CCC(C)CC3)cc12	-7.3	-1.2	1.02	-0.7	19.1	-2.4	1.09	5.2	71.8
CC1=CC2=C(OC1N(C)C)c1cccc3cccc(c13)C2=O (configuration not stated)	8.2	-1.0	1.05	-0.2	9.4	-2.7	1.02	-6.6	82.0
O=C(CN1CCN(C(=O)N2CCOCC2)CC1)Nc1ccc(Br)cc1	1.2	-0.4	1.01	-0.8	-4.9	-1.5	1.09	-4.3	97.9
OC(c1ccc(Cl)cc1Cl)C(Cc1cccnc1)n1cncn1 (configuration not stated)	3.4	-1.6	1.03	-0.8	4.5	3.3	1.07	0.3	81.8
CC1(C)CC(=NO)CC(C)(C)N1	-4.6	-0.4	1.02	1.3	-8.8	5.6	1.15	0.1	106.3
Cc1cccn2cc(-c3ccc(S(=O)(=O)N4CCOCC4)cc3)nc12	6.0	-1.6	1.12	-1.1	-1.4	-225.2[fluorescence artefact?]	2.17*	4.0	122.7
COC(=O)c1cc(Br)c(=O)n(-c2ccccc2OC)c1	-3.7	-1.0	1	0.5	-12.5	-6.6	1.04	-6.1	101.2
CC(NC(=O)Nc1ccc(O)cc1)(C(F)(F)F)C(F)(F)F	-19.1	-1.6	1.02	-0.3	x	-2.9	1.09	7.8	143.0
CCOC(=O)c1ccc(Nc2ncnc3c2cnn3C)cc1	-0.5	1.0	1.04	0.5	-15.8	-8.5	1.69	12.3	78.4
O=C(CCn1c(=O)oc2ccccc21)Nc1ccon1	-2.4	0.5	0.99	-0.2	3.3	-8.8	1.06	-1.2	95.3
COc1ccc(O)c(-c2cn[nH]c2-c2cccs2)c1	-6.7	0.7	1.03	-0.5	7.2	4.1	1.1	1.4	114.4
COc1ccc(-n2c(CNC(=O)c3ccc(S(=O)(=O)N4CCCC4)cc3)n[nH]c2=S)cc1	3.5	0.9	0.99	2.1	-3.7	-7.3	0.92	1.9	95.0
CCN=C(NCC)SC1CC(=O)N(c2cccc(OC)c2)C1=O (configuration not stated)	x	-1.1	1.04	0.1	0.0	0.4	1.07	-4.9	98.0
Cc1occc1-c1nnc(SCC(=O)NC(=O)NC(C)C)n1N	-31.9	0.4	0.99	-0.4	3.1	-4.1	1.01	-7.8	108.9
Cn1c(SCC(=O)N2CCc3ccccc3C2)nnc1-c1cccs1	-25.3	-0.8	1.01	-0.8	3.7	2.2	1.16	10.0	97.2
Cc1cc(OCc2ccc(F)cc2)nc(-c2ccccc2O)n1	x	-1.5	1.06	0.0	2.7	5.5	1.27	-7.5	96.0
C=C(C)CSc1nnc(-c2cc(OC)c(OC)c(OC)c2)n1N	x	x	1.03	-0.8	2.2	0.8	1.1	0.2	107.5
CCn1c(SCC(=O)Nc2nc(-c3ccc(C)cc3)cs2)nnc1-c1ccccc1O	38.0	-0.8	1.05	0.1	-8.2	-1.9	1.11	2.8	x
O=C(CSc1nnc(CN2CCCCCC2=O)n1-c1ccccn1)NCC(F)(F)F	-27.3	0.0	0.98	0.0	-5.7	-1.0	1.02	-5.0	193.0
CCC(=O)N1CCc2cc(S(=O)(=O)N(CC)c3cccc(C)c3)ccc21	x	x	1.05	-0.3	-2.5	1.8	1.16	13.7	41.7
